# Rev-erbA mod: modulates human Rev-erb alpha binding to DNA; Rev-erbα–FITC-DNA binding, fluorescence polarization, 90 min; activity, % at 10 µM; 370,000 tested, 0.79% active; AID 1259318;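 active means activity above about 14%, limit read from the data; passing the limit was not always enough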;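 further: 0% = DMSO wells with 35 nM protein and 100% = DMSO wells with 750 nM protein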
# HGIII-sPLA2 inh: Inhibits HGIII-sPLA2 liposome hydrolysis, primary screen; Q9NZ20; QFRET BODIPY PC-A2 liposome hydrolysis, fluorescence; inhibition, % at 12.2 µM; 370,000 tested, 0.56% active;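 active means inhibition above mean plus 3 SD of compounds lying within the high and low control bounds, cut at about 19% in these data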;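 further: 0% = median of test compound wells and 100% = no enzyme DMSO wells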
# KLK7 zymogen act: proKLK7 (human) activation, primary screen. P49862. purified proKLK7, EDANS-DABCYL substrate fluorescence; 100% is mature enzyme control, 0% vehicle. activation, % at 7 µM. 370,000 tested, 0.9% active. AID 652039;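 active means activation above the mean of all tested compounds plus 3 SD, computed per campaign excluding outliers beyond control limits, cut at about 13% in these data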
# PLC-gamma1 inh: PLC-gamma1 (human) inhibition, primary screen. 370,000 tested, 0.84% active. purified PLC-gamma1, fluorogenic substrate, fluorescence. inhibition, % at 12.2 µM. P19174. AID 720700; in the data active means inhibition above about 9.5%
# Tn7 DDE FP: inhibitors of Tn7 peptide binding to human fibrin DD(E). P02675. FP displacement of FITC-Tn7 peptide from fibrin DD(E); 0% = median of compound wells per plate. 370,000 tested, 0.13% active. inhibition, % at 8.3 µM;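 active means inhibition above the mean of compounds falling within the control limits plus 3 SD of them, cut at about 14% in these data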;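 further: 0% = plate median of compound wells and 100% = 10 µM Aha-Tn7 peptide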
#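 Assay system: human fibrin DD(E) protein / Input: 2 µM fibrin DD(E) / Benchmarks: high control of 10 µM Aha-Tn7 peptide / Measured by: fluorescence polarization of the labelled Tn7 tracer / Medium: Tris buffer with calcium and detergent, pH 7.8 / Timing: 10 min compound pre-incubation, 3 h probe incubation at room temperature / Repeats: one replicate per compound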
# PLCb3 inh: blocks human PLC-beta3 enzyme activity. Q01970. AID 720704. 370,000 tested, 0.18% active. Purified PLC-beta3, fluorogenic substrate, fluorescence. inhibition, % at 12.2 µM; in the data active means inhibition above about 11%;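 further: 0% = median of compound wells on plate and 100% = full blocker control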
# Target sequence (Q01970 whole entry, looked up): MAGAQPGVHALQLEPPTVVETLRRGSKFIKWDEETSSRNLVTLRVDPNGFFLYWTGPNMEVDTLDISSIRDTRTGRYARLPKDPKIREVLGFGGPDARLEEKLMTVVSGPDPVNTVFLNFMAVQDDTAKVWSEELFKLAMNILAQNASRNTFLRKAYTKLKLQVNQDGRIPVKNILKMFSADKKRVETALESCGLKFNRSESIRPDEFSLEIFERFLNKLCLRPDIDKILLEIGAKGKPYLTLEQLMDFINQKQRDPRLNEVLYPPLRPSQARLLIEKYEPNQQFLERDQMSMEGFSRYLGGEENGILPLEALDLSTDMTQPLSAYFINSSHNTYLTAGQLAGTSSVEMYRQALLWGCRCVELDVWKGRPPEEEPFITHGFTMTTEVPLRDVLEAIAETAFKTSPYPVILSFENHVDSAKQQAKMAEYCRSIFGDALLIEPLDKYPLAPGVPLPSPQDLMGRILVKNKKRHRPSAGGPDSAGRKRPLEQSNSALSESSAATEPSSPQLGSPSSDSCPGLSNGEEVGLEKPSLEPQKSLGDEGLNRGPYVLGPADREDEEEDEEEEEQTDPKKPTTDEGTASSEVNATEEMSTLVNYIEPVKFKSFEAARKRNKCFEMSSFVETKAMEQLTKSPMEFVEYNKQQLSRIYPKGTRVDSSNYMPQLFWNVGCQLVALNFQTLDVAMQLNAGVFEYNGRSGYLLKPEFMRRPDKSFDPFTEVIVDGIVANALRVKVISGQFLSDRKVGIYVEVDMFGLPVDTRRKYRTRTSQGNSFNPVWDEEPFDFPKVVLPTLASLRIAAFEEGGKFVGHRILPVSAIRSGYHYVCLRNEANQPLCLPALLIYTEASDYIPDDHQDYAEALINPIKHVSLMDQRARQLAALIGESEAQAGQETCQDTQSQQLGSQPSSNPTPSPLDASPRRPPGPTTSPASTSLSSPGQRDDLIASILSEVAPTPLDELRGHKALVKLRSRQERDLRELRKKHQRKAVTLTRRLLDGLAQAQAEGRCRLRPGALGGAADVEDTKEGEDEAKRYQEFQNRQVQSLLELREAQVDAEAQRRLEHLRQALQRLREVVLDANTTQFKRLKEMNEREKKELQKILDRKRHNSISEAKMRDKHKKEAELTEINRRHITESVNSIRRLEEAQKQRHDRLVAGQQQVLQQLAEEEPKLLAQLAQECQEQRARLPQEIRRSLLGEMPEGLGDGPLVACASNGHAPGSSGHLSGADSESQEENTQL
# ARFGAP1 inh: inhibitors of rat ARFGAP1; 360,000 tested, 0.26% active; inhibition, % at 16.5 µM; Arfgap1-stimulated ARF1 GTP hydrolysis, GDP FP detection; AID 651572; Q62848;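 active means inhibition above a per-plate limit, mean inhibition of low control wells plus 3 SD, cut at about 25% in these data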;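 further: 0% = DMSO wells with enzyme and 100% = wells lacking Arfgap1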
#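 material = rat Arfgap1 catalytic domain, aa 1-136 | also added = human ARF1(Δ1-17)-GTP substrate | compound dosing = one concentration, 16.5 µM, DMSO 1.26% | times = GTP hydrolysis reaction 2 h at 25 °C | measured by = FP, GDP Alexa 633 tracer displaced from anti-GDP antibody, 620/688 nm | evaluation = percent inhibition of Arfgap1-stimulated GTP hydrolysis | replication = single well per compound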
# UHRF1 MBD2 ctr: human UHRF1 methylated DNA binding inhibitors; Q96T88; UHRF1 binding to methylated oligo, TR-FRET; inhibition, % at 4.4 µM; 370,000 tested, 0.75% active; AID 687016; in the data active means inhibition above about 21%;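 further: UHRF1 SRA domain binding a hemimethylated CpG hairpin DNA probe; 0% = median of test compound wells and 100% = reference inhibitor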
# ASAP1 GAP inh: ASAP1 ArfGAP inhibition; Q9ULH1; ASAP1-stimulated ARF1 GTP hydrolysis, GDP FP detection; inhibition, % at 16.5 µM; 360,000 tested, 0.19% active; AID 624377; in the data active means inhibition above about 25%;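 further: 0% = vehicle with enzyme and substrate and 100% = no enzyme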
# DDE Tn6 FP inh: inhibitors of Tn6 peptide binding to human fibrin DD(E); P02675; Fibrin DD(E) TRITC-Tn6 fluorescence polarization displacement; inhibition, % at 8.3 µM; 370,000 tested, 0.21% active; AID 720509;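 active means inhibition above a per-campaign cutoff: mean of compounds within control limits plus 3 SD, cut at about 15% in these data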;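 further: 0% = median of all compound wells on the plate and 100% = blocking peptide control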
# Active calls of the source: *; i = inactive; · = not tested or not shown. An unsorted share of the library. Share with any hit: about 4.5%.
Rev-erbA mod	HGIII-sPLA2 inh	KLK7 zymogen act	PLC-gamma1 inh	Tn7 DDE FP	PLCb3 inh	ARFGAP1 inh	UHRF1 MBD2 ctr	ASAP1 GAP inh	DDE Tn6 FP inh	molecule
0	-2	0.5	-1	3	4	-7	1	7	-1	NS(=O)(=O)c1cccc(NC(=O)CCCC2CCCCC2)c1
1	7	-0.5	-1	2	2	0	1	-8	-3	O=C(/C=C/c1ccc(N2CCCCC2)c([N+](=O)[O-])c1)c1ccc(S(=O)(=O)N2CCCC2)cc1
2	-3	-0.1	-2	-4	1	-10	-1	7	6	Cc1onc(-c2ccccc2Cl)c1C(=O)Nc1ccccc1N1CCOCC1
0	-5	84*	-69	5	-122	7	-2	-11	4	CS(=O)(=O)c1cccc(C(=O)Nc2ccc(-c3nc4ccccc4[nH]3)cc2)c1
-6	4	0.3	-56	-4	-68	4	1	1	7	Cc1[nH]nc2c1C(c1ccc(O)cc1)C1=C(CC(C)(C)CC1=O)N2 (configuration not stated)
-2	-5	-0.1	7	-8	-3	0	0	3	2	CCOC(=O)CSc1nnc(-c2ccoc2C)n1-c1ccc(C)cc1
0	-7	0.6	-4	2	-2	12	2	11	-18	CCOc1ccc2nc(SCC(=O)N3CCCc4ccccc43)sc2c1
-1	-7	0.7	1	0	1	5	-1	4	7	COc1ccc(N2CCN(C(=O)COC(=O)c3cccc(OC)c3O)CC2)cc1
-1	1	0.3	-1	0	2	-7	1	-12	-3	CC(=O)N1Cc2ccccc2CC1C(=O)OCC(=O)c1c(N)n(C)c(=O)n(C)c1=O (configuration not stated)
-2	-1	-0.4	1	-4	1	-2	-3	-2	-2	CC(C)COCC1CC2(CC(C)(c3csc(N)n3)OC2=O)C(=O)O1 (configuration not stated)
-3	-1	0.0	1	-3	1	·	-2	·	1	Cc1ccc(-n2c(SCC(=O)Nc3ccc4c(c3)OCCO4)nnc2-c2cnccn2)cc1
-8	-1	-0.1	0	4	-2	-1	-1	-6	13	CC(=O)CC(c1ccc([N+](=O)[O-])cc1)c1c(O)c2ccccc2oc1=O (configuration not stated)
2	-12	0.0	-1	1	4	4	1	4	-3	O=C(Nc1cccc(F)c1)C1CCN(C(=O)c2ccc(Cl)cc2)CC1
6	10	-0.6	0	0	-8	5	2	1	2	CCC1CCCCN1CCCNC(=O)CS(=O)Cc1nc(-c2ccc(OC)c(OC)c2)oc1C (configuration not stated)
-3	-60	0.0	-2	2	-5	-22	0	-6	3	CCCCC[C@@H]1C=C(C(=O)O)[C@H](c2ccc(Cl)c(Cl)c2)N1S(=O)(=O)c1ccc(C)cc1
4	-11	0.9	-6	-7	-23	-6	-1	-7	1	Cc1cc(C)c(C)c(S(=O)(=O)N2CCN(C(=O)c3ccc4c(=O)n5c(nc4c3)CCC5)CC2)c1C
4	5	0.2	-2	8	2	-14	0	0	-2	CCOC(=O)C1C(=O)NC(C(=O)OCC)(C(=O)OCC)C1C(C)CC (configuration not stated)
-4	7	-0.6	7	2	7	-5	4	-4	3	CS(=O)(=O)N1CCC(C(=O)NCc2ccc(Cl)cc2Cl)CC1
-3	3	0.0	-1	3	-1	9	7	12	1	Cc1cccc(-n2ncc(C#N)c2-n2cccc2)c1
0	8	0.2	2	-1	0	5	3	14	-3	COC(=O)[C@]1(C)N[C@H](c2ccc(SC3CCCCC3)cc2)[C@@H]2C(=O)N(C)C(=O)[C@@H]21
0	5	0.2	-16	3	-18	13	2	-13	-2	COc1ccc(C2=NN(C(=O)CCCC(=O)O)C(c3cccs3)C2)cc1OC (configuration not stated)
-3	-17	-37	i	6	i	15	-1	0	-6	CCCCCNC(=O)C(c1ccnc2ccccc12)n1c(=O)c(-c2cc3ccccc3[nH]2)nc2ccccc21 (configuration not stated)
-3	-10	0.8	-1	-7	-2	-6	-1	5	6	CC(C)Nc1ncnc2c1ncn2[C@H]1CN(Cc2ccc3c(c2)OCO3)C[C@@H](CO)O1
4	9	0.2	2	2	0	2	3	9	-4	CCCNC(=O)C(Cc1ccccc1C)NC(=O)c1ccc(C#N)cc1 (configuration not stated)
-7	-3	-0.7	-2	-4	-6	1	-2	-12	5	O=C(c1cccnc1)N1CCN(C(=O)c2cccc(Cl)c2)CC1
-4	-10	-1.0	-13	-1	-27	1	13	3	-1	Clc1ccc2nc(C3CCCCC3)c(Cc3ccsc3)n2c1
-1	-1	-0.5	2	-3	2	-15	0	-7	6	COc1cc(Cl)c(S(=O)(=O)NCCN2CCOCC2)cc1Cl
13	-6	0.6	0	-5	-4	15	-2	-14	1	CCOC(=O)c1c(-c2ccc(Cl)cc2)csc1NC(=O)CNCc1ccco1
1	9	-0.3	0	5	-3	-7	1	3	2	CCOc1cccc(CNCCNC(=O)c2nonc2N)c1
-8	5	-0.3	2	-4	7	-8	-1	-5	-4	CC1(C2CC2)NC(=O)N(CC(=O)N2CCN(c3ccccc3)CC2)C1=O (configuration not stated)
-4	-2	0.1	-1	10	-5	-5	-2	-12	-7	COc1cc(CN2CCC(n3nccc3NC(=O)CCCc3ccccc3)CC2)ccc1O
3	1	-0.3	-2	5	0	3	-1	-2	9	CN=c1scc(-c2ccc(Br)cc2)n1C
1	-4	-0.9	1	1	-2	6	-1	-4	-7	CSC1=NC2C(N1)N(C)C(=O)N2C (configuration not stated)
0	-17	-0.1	-1	2	-1	·	6	·	-1	COC(=O)[C@]12C[C@H](CC(=O)NCc3ccccc3)C(=O)N(Cc3cccc4ccccc34)C1=C[C@H](C(C)C)O[C@@H]2C1CC1
-1	10	-0.3	-26	2	-11	1	2	-11	9	CCOc1ccc(CN(C)C(=O)CCN2C(=O)c3ccccc3C2=O)cc1OC
10	-4	-0.6	0	1	-1	-1	3	19	4	CC(C)(O)C#Cc1ccc(C(=O)N2CCN(c3ccccc3)CC2)cc1
-2	3	-0.1	3	11	-4	-7	-3	-12	8	CC1(C2CC2)NC(=O)N(CC(=O)Nc2ccccc2C#N)C1=O (configuration not stated)
5	-1	-4.7	-10	-1	-8	-2	1	16	-10	Cc1ccc(C(=O)Nc2nc(-c3ccccc3)c(-c3ccccc3)o2)cc1
-1	0	0.4	0	4	-2	-4	-3	-2	5	COc1ccccc1/C=N/NC(=O)CNC(=O)c1ccc(S(=O)(=O)N(C)C)cc1
-7	-4	0.3	4	0	-4	-3	-3	9	-2	COc1ccc(C(=O)NC(C)CCc2ccccc2)cc1[N+](=O)[O-] (configuration not stated)
0	1	0.5	0	-1	3	-3	0	5	-5	Cc1ccc2[nH]c(=O)c(CN(CC3COCCO3)C(=O)Nc3ccccc3F)cc2c1 (configuration not stated)
0	-6	-0.6	-1	12	2	2	1	-24	7	COc1ccc(OCCCC(=O)ON=C(N)c2ccccc2Cl)cc1
-1	-20	-0.2	-2	-3	-6	-2	-3	2	-2	Cc1ccc(SCC(=O)OC(C)C(=O)Nc2ccc(S(N)(=O)=O)cc2)cc1C (configuration not stated)
-1	0	-0.1	1	3	-3	-4	1	0	4	Cc1ccc(S(=O)(=O)N2CCN(C(=O)CCNC(=O)c3ccccc3Cl)CC2)cc1
3	4	0.5	0	-2	-2	6	-3	-18	0	O=[N+]([O-])c1ccccc1/C=N/Nc1nccnc1Cl
1	-4	0.1	1	5	2	-2	-4	-5	9	COCc1nnc(SCC(=O)NCc2ccccc2)n1-c1ccccc1
2	-13	-1.2	-20	2	-39	1	-4	-2	0	COc1cc(/C=N\Nc2nc(-c3ccc(C)cc3)c(NC(C)=O)s2)ccc1O
1	-2	-0.4	-7	-12	-9	-22	2	3	4	CC(C)c1ccccc1OCC(=O)NN1C(=O)c2ccccc2C1=O

# Marked active in KLK7 zymogen act, of those listed so far:
Rev-erbA mod	HGIII-sPLA2 inh	KLK7 zymogen act	PLC-gamma1 inh	Tn7 DDE FP	PLCb3 inh	ARFGAP1 inh	UHRF1 MBD2 ctr	ASAP1 GAP inh	DDE Tn6 FP inh	molecule
0	-5	84*	-69	5	-122	7	-2	-11	4	CS(=O)(=O)c1cccc(C(=O)Nc2ccc(-c3nc4ccccc4[nH]3)cc2)c1

# (more compounds)
Rev-erbA mod	HGIII-sPLA2 inh	KLK7 zymogen act	PLC-gamma1 inh	Tn7 DDE FP	PLCb3 inh	ARFGAP1 inh	UHRF1 MBD2 ctr	ASAP1 GAP inh	DDE Tn6 FP inh	molecule
-7	3	-0.3	5	1	-8	1	1	13	-6	O=C(Cn1cc(S(=O)(=O)Cc2ccc([N+](=O)[O-])cc2)c2ccccc21)N1CCOCC1
7	-8	0.1	-1	-5	0	-4	0	-4	3	CCOc1ncccc1C(=O)N1CCN(C(c2ccccc2)c2ccccc2)CC1
-5	-2	0.1	0	-5	4	4	-2	2	-3	O=C(Nc1cccc(-c2nnc(-c3ccccc3)o2)c1)C1CC1
3	2	0.1	-1	5	1	-4	2	-3	11	CC(=O)Nc1ccc2c(c1)CCCN2C(=O)c1ccccc1
18	2	-203	-19	-7	-34	8	-1	14	-2	CCc1ccc(NC(=O)CNC(=O)c2nn(-c3ccc(OC)cc3)c(=O)c3ccccc23)cc1
1	-2	1.0	2	11	4	-4	-1	-15	8	S=C(c1ccc(-c2cc(Cl)ccc2Cl)o1)N1CCCCC1
2	7	-0.2	2	2	-2	6	4	8	-6	Cc1ccccc1CS(=O)(=O)c1nnc([C@H](CC(C)C)NC(=O)OC(C)(C)C)o1
-2	-7	-0.3	3	-10	2	0	-3	-3	-2	CC(=O)Nc1ccc(OC(=O)c2ccc(Br)c([N+](=O)[O-])c2)cc1
-1	-18	-0.5	-6	2	-12	16	0	4	1	O=C(c1cc2cc(Cl)ccc2[nH]1)N1CCN(Cc2ccc3c(c2)OCO3)CC1
4	3	0.7	3	0	3	-4	1	7	-5	Cc1nn(CC(=O)NCCCN2CC(C)CC(C)C2)c(=O)c2cccn12 (configuration not stated)
0	4	-0.2	1	-1	-2	-12	1	4	4	CCOC(=O)c1cnc(SC)nc1Nc1cccc(F)c1
-5	3	0.6	5	-7	-4	2	-1	3	-4	CCOC(=O)C1CCCN(CC(=O)Nc2nccs2)C1 (configuration not stated)
1	-16	0.3	-1	-3	-6	5	-2	-1	-1	Cc1c(Cl)cccc1NC(=O)[C@@]1(CC(=O)O)CC(/C=C/c2ccccc2)=NO1
-3	2	-0.6	2	-1	4	7	-2	13	1	CCN(CC)S(=O)(=O)c1cccc(NC(=O)/C=C/c2cccc([N+](=O)[O-])c2)c1
3	11	-7.8	-88	10	-140	-12	-3	-8	-4	Nc1ccc(C(=O)N/N=C/c2ccc(N3CCOCC3)s2)cc1
-7	6	0.5	0	4	-11	-7	3	-3	-3	CC(C)(C)c1ccc(NC(=O)N2CCN(c3ccc([N+](=O)[O-])cn3)CC2)cc1
0	-7	0.5	1	-2	-2	11	-4	-1	3	COCCNC(=O)c1cc2sc3ccccc3c2s1

# Compound activity: PubChem BioAssay, several laboratories
